NCI-60 one-dose screen, 48 h, at 10 µM unless noted. Numbers give growth in % (100 = growth as untreated, 0 = no growth, -100 = all killed).
KM12 = KM12 colon cancer cells; 82,000 compounds, 5% hits; AID 1794800
NCI-H226 = NCI-H226 lung cancer; 79,000 compounds, 3.5% hits; AID 1794732
NCI-H322M = NCI-H322M lung cancer | AID 1794733 | 80,000 compounds, 2.7% hits
HCT-116 = HCT-116 colon cancer. 82,000 compounds, 7.3% hits
HT29 = HT29 colon cancer; AID 1794748; 81,000 compounds, 7.4% hits
HCT-15 = HCT-15 colon cancer. 82,000 compounds, 5.2% hits
NCI-H460 = NCI-H460 lung cancer; 82,000 compounds, 6.8% hits
COLO 205 = COLO 205 colon cancer; 79,000 compounds, 7.3% hits; AID 1794742
SW-620 = SW-620 colon cancer. 82,000 compounds, 5.2% hits
* marks the source's active call; other numbers are inactive results; . = no result given. Rule for the calls: active = growth percent below 10; inactive = the rest.

SMILES	KM12	NCI-H226	NCI-H322M	HCT-116	HT29	HCT-15	NCI-H460	COLO 205	SW-620
COc1ccc(-c2cc(-c3nnc(SCC(=O)Nc4ccc(C(=O)/C=C/c5cc(OC)c(OC)c(OC)c5)cc4)n3-c3ccccc3)c3ccccc3n2)cc1	95	91	92	89	104	95	96	100	100
OC1(c2ccccc2)OC(c2ccccc2)(c2ccccc2)c2ccccc21 (stereo not drawn)	78	78	87	62	69	76	74	94	87
C[C@@H]1CC2C3CCC4=CC(=O)C=C[C@]4(C)[C@@]3(F)[C@@H](O)C[C@]2(C)[C@H]1C(=O)CO (stereo partly drawn)	107	87	108	99	105	91	92	106	110
O=S(=O)(Cc1ccccc1)C(Cl)(Cl)c1ccccc1	109	98	125	92	95	105	113	107	106
CCCCCCOCCOCCCNC(=O)c1cccnc1	131	103	108	106	97	108	116	118	119
COC(=O)CN(Cc1cn(Cc2ccccc2)nn1)C(=O)c1cccc2c(=O)c3ccccc3n(Cc3cn(Cc4ccccc4)nn3)c12	98	93	93	107	106	99	103	106	99
COC(=O)[C@@H](Cc1c[nH]c2ccccc12)NC(=O)[C@H](Cc1ccccc1)NCc1cccc(O)c1	104	92	96	88	99	103	105	109	101
COc1ccc(C(=O)c2cc(OC)c(OC)c(OC)c2)cc1OC(=O)C(Cl)(Cl)Cl	9.4*	95	38	4.9*	13	8.8*	5.1*	13	23
NCCNc1ccc([N+](=O)[O-])cc1	115	99	112	99	101	108	111	120	112
N#Cc1ccc(OC(=O)Nc2ccccc2Cl)cc1	101	83	106	100	89	92	100	101	101
COc1cc(C(C)(C)C)c(O)c(C(C)(C)C)c1	105	91	95	101	98	106	113	108	101
CC1(C)CC(=O)C2=C(C1)OC(C(=O)c1ccc(Cl)cc1)C2c1cccc(Oc2ccccc2)c1 (stereo not drawn)	61	60	89	42	62	71	81	89	75
Oc1ccccc1/C=N/NC(=S)NC1CC2C=CC1C2 (stereo not drawn)	53	107	83	43	.	35	17	108	45
N#Cc1ccccc1-c1ccc(CN2C(=O)Cc3cc(CCn4cnnc4)c(Cl)cc32)cc1	88	88	105	80	82	100	87	104	89
COc1ccc(-c2nc3sc(C)cn3c2/C=C\c2cc(OC)c(OC)c(OC)c2)cc1	67	85	77	70	80	61	81	119	76
CC(C1SC(=S)NC1=O)C1SC(=S)NC1=O (stereo not drawn)	102	.	120	108	110	100	112	113	108
CCN1CCN(C2=C(N3CCN(CC)CC3)c3c(sc4c(F)cccc34)C(c3cccc([N+](=O)[O-])c3)N2)CC1 (stereo not drawn)	100	91	104	88	103	107	98	115	96
CCCSc1nc(N)nc2n[nH]nc12	103	90	101	94	87	105	105	93	102
O=C(C#Cc1ccccc1)c1ccccc1	102	112	102	101	97	106	109	106	113
CCOC(=O)c1nc(-c2ccccc2)oc1N1CCOCC1	111	96	95	107	99	94	106	113	108
Cc1nn(C)c2ncnc(Nc3ccccc3Br)c12	108	96	106	110	98	101	106	119	106
O=S(O)c1ccc(Cl)cc1	111	98	119	106	104	107	107	112	103
Cc1ccc2nc(-c3c(C)nn(-c4ccccc4)c3Oc3ccccc3)[nH]c2c1	102	113	98	101	112	106	99	116	100
CC(C)Oc1c(B(O)O)cccc1-c1nc2ccc3[nH]ncc3c2c2c1CCCC2	25	53	97	72	83	68	89	90	86
O=C(Nc1ccc(-c2nc3cc4ccccc4cc3[nH]2)cc1)c1cccc(Br)c1	40	.	41	65	12	22	6.7*	35	27
Oc1ccc(N2CCOCC2)cc1	111	87	97	97	99	98	87	107	89
O=Nc1c(-c2ccccc2)[nH]oc1=O	105	102	99	101	98	106	105	113	100
O=C(Cn1nncc1CN1C(=O)CSC1=O)Nc1ccc(Cl)cc1	99	116	107	106	109	95	101	107	103
FC(F)(F)c1ccc2c(c1)n1cnnc1c1nncn21	110	.	.	105	107	111	110	111	108
O=c1[nH]c2ccccc2nc1/C=C/NC(=S)NCc1ccccc1	106	97	97	92	105	105	106	103	103
Cc1ccc(-n2cc(/C=N/NC(=O)c3ccccc3)c(-c3ccc(S(C)(=O)=O)cc3)n2)cc1	86	84	89	89	109	56	87	111	99
Clc1nc(-c2ccncc2)nc2sc3c(c12)CCCCCC3	100	.	97	97	102	99	103	117	103
CCOC(=O)C1CC(CN2C(=O)c3ccccc3C2=O)OC1=O (stereo not drawn)	107	.	104	102	110	113	112	104	110
O=C(Nc1nc(-c2ccc([N+](=O)[O-])cc2)cs1)c1ccccc1CN1C(=O)c2ccccc2C1=O	103	100	109	105	105	103	107	107	102
COc1cc(C(=O)OCCCCCCCCCCC[P+](c2ccccc2)(c2ccccc2)c2ccccc2)ccc1O	-81*	28	1.6*	-34*	1.8*	0.0*	-11*	-84*	-0.6*
CNC(=S)N(C1CCCCC1)C1CCCCC1	105	104	125	103	103	94	109	112	102
COc1cc(OC)cc(C(=O)Nc2cccc(-c3cc(=O)c4ccccc4o3)c2)c1	91	.	99	93	84	69	99	111	108
O=C(CN1CCN(c2cc3c(cc2F)c(=O)c(C(=O)O)cn3C2CC2)CC1)N/N=C/c1ccco1	102	94	95	97	104	102	105	102	100
O=C(O)COc1ccc(Cl)cc1C1CCCCC1	103	93	101	101	104	106	96	119	104
CC(NC(=O)CCSCC1NC(=O)C2C(N1)SC1CCCC12)C1CNN(C)C1C (stereo not drawn)	108	90	91	94	104	96	105	103	93
O=S(=O)(Nc1cc(Cl)c(F)c(Cl)c1)c1ccc(-c2cnc(C3CC3)o2)cc1	26	49	50	27	13	35	16	8.8*	24
Cc1ccc(S(=O)(=O)O)cc1N	107	101	98	96	109	108	106	108	111
COC(=O)[C@H](Cc1ccccc1)NC(=O)C1(C)CCC[C@]2(C)[C@H]3C[C@H]4C(C(C)C)=C[C@]3(CC[C@@H]12)[C@@H]1C(=O)CCC(=O)[C@@H]14 (stereo partly drawn)	110	.	98	98	104	94	97	103	100
NC(=S)N/N=C(/C=C/c1cn(-c2ccccc2)nc1-c1ccc(Cl)cc1)c1cc2ccccc2oc1=O	36	62	60	31	36	20	18	38	30
O=C(CSc1nnc(CN2CCN(c3cc4c(cc3F)c(=O)c(C(=O)O)cn4C3CC3)CC2)o1)c1ccc(Cl)cc1	95	84	97	94	101	100	101	110	102

Two compounds drawn at random from the list so far, as already listed:
SMILES	KM12	NCI-H226	NCI-H322M	HCT-116	HT29	HCT-15	NCI-H460	COLO 205	SW-620
Cc1ccc(S(=O)(=O)O)cc1N	107	101	98	96	109	108	106	108	111
O=S(=O)(Nc1cc(Cl)c(F)c(Cl)c1)c1ccc(-c2cnc(C3CC3)o2)cc1	26	49	50	27	13	35	16	8.8*	24

Next structures.
SMILES	KM12	NCI-H226	NCI-H322M	HCT-116	HT29	HCT-15	NCI-H460	COLO 205	SW-620
CCN(CC)CC1CO1 (stereo not drawn)	115	108	105	107	98	101	115	113	108
COc1cc2oc(=O)ccc2cc1C(=O)CC(C)C	108	101	107	95	98	99	102	103	86
O=S(=O)(Oc1ccc(Br)cc1)c1ccccc1	107	97	109	100	91	98	106	114	104
COc1ccc(N(c2nc(-c3ccc([N+](=O)[O-])cc3)cs2)C(C)C)cc1	76	76	83	76	97	88	84	108	88
CCc1nn2c(-c3ccc(OC)c(OC)c3)c(-c3cc(OC)c(OC)c(OC)c3)nc2s1	82	81	64	79	50	47	87	53	85
ClC(c1ccccc1)(c1ccccc1)c1cccc2ccccc12	100	102	115	83	91	94	.	113	.
COc1nc(N)nc(-n2c(-c3ccccc3)nc3ccccc32)c1NCc1ccccc1	82	97	98	101	104	97	109	111	103
O=C(Nc1ccc(-n2cnc3ccccc32)nc1)c1ccccc1	88	92	90	107	91	83	104	107	102
CCC(C#N)(c1ccccc1)c1ccccc1	115	100	113	108	96	104	108	118	107
Cc1cc(C)c2cc(N)c(Cl)nc2n1	102	101	100	100	93	102	84	106	87
COc1ccc2[nH]cc(/C=C3/C(=O)Nc4cc(Cl)ccc43)c2c1	24	95	82	64	81	62	77	85	91
Cn1c(=O)c2[nH]c(=O)[nH]c2n(C)c1=O	112	.	106	.	98	104	107	.	109
COc1cccc(/C=N\NC(=O)C2CC2)c1	107	111	95	106	98	118	112	109	109
COC(=O)c1cc2cc(/C=C3/SC(=S)N(N)C3=O)oc2n1Cc1ccccc1	86	126	101	52	84	86	71	96	69
OC1COCOC1C(O)C1OCOCC1O (stereo not drawn)	112	99	90	102	93	112	117	109	110
CCc1nc(C)cn1C(=O)OCc1nc2nc(Cl)nc(N3CCOCC3)c2[nH]1	21	-75*	64	-71*	-63*	-28*	14	-85*	-48*
O=C(NN1C(=O)c2cc(C(=O)O)c(C(=O)O)cc2C1=O)c1ccncc1	111	95	102	106	108	103	111	105	101
N#CCCCCCCCCCC#N	101	102	101	99	100	106	105	108	103
Cn1ncc2c(Nc3ccccc3Cl)nc(Nc3ccccc3Cl)nc21	97	84	102	85	74	94	87	111	115
Cc1nn(-c2ccccc2)c2c1C1C(=C(c3ccc(F)cc3)N2)C(=O)N(Cc2ccccc2)c2ccccc21 (stereo not drawn)	102	83	91	90	103	93	98	113	105
C#CC1(OC(=O)Nc2cccc(Cl)c2)CCCCC1	97	91	100	77	98	103	107	106	104
CC(C)CCNNCCC(C)C	102	98	102	113	104	103	106	108	103
CC1(O)CCCC1(C)O (stereo not drawn)	103	96	91	102	98	94	101	106	99
COC(=O)C1(CC(=O)/C=C/c2ccccc2)NC(=S)NC(=O)C1C#N (stereo not drawn)	109	92	104	120	114	102	138	135	137
CC1CCc2c(sc3nc(SCC(=O)N/N=C/c4cccc(O)c4)n(-c4ccccc4)c(=O)c23)C1 (stereo not drawn)	92	91	78	68	81	78	86	92	86
COc1ccc2c(c1)O/C(=C\c1ccc(O)cc1O)C2=O	91	102	91	97	115	95	101	120	108
O=C(/C=C\C=C\c1ccccc1)c1ccc([N+](=O)[O-])cc1	93	.	91	95	84	98	106	115	104
CC1(C)CC[C@]2(C(=O)N3CCNCC3)CC[C@]3(C)C(=CC[C@@H]4[C@@]5(C)CC[C@H](O)C(C)(C)[C@@H]5CC[C@]43C)[C@@H]2C1	110	105	100	83	110	109	108	121	107
CCN1C(=O)N(CC)C2Nn3c(s/c(=C\c4ccccn4)c3=O)=NC21 (stereo not drawn)	88	100	99	93	95	91	102	102	89
CCN(CC)CCC(=O)Nc1ccc(Cn2nnc3c2C(=O)c2nnn(Cc4ccc(NC(=O)CCN(CC)CC)cc4)c2C3=O)cc1	-6.5*	-49*	-75*	-88*	-51*	95	-30*	-87*	-9.5*
O=C1NC(=O)C(=Cc2ccc(OCC(=O)N3CCCCC3)cc2)C(=O)N1	112	101	101	106	110	105	105	115	100
O=S(=O)(NCCCNc1cc(-c2c(-c3cccc(O)c3)nc3sccn23)ccn1)c1cccc2ccccc12	35	41	79	33	36	24	40	36	47
COc1ccc(-c2nc3sc(C4CC4)nn3c2/C=C2/C(=O)Nc3ccc(OC)cc32)cc1	78	64	62	66	73	77	78	89	78
Cn1cc2c(c1-c1ccccc1)CCc1cnc(N)nc1-2	110	108	157	93	106	108	135	142	111
CCCCOc1nc2ccc(C)cc2cc1/C=C/C(=O)/C=C/c1ccc2c(c1)OCO2	87	96	88	10	64	98	103	123	100
COc1cc(-c2cc(=O)c3ccccc3n2C)cc(OC)c1OC	102	88	104	104	83	105	102	110	105
O=C(O)c1cc2cc([N+](=O)[O-])ccc2oc1=O	117	112	100	101	112	110	108	118	103
Cc1ccc(S(=O)(=O)Oc2ccc(-c3cn4ccoc4n3)cc2)cc1	104	89	103	97	103	99	99	111	102
COc1cc(OC)cc(-c2nn(CC(=O)N3CCOCC3)c3ncnc(N)c23)c1	103	100	105	100	106	107	108	117	108
O=C(CCCCCSc1nc(-c2ccccc2)cc(-c2ccccc2)n1)NO	96	92	93	78	72	91	91	90	80
O=S(=O)(Nc1cccc(O)c1)c1ccccc1	101	96	101	98	107	97	104	121	105
CCOc1cc(-c2nccc3cc(OC)c(OC)cc23)cc(OCC)c1OCC	89	95	76	56	51	94	66	97	.
Cc1cc(C)c(O)c(CNC2CCCCC2)c1	107	104	94	93	89	101	108	109	104

Entries shown so far with an NH in an aromatic ring (ten):
SMILES	KM12	NCI-H226	NCI-H322M	HCT-116	HT29	HCT-15	NCI-H460	COLO 205	SW-620
COC(=O)[C@@H](Cc1c[nH]c2ccccc12)NC(=O)[C@H](Cc1ccccc1)NCc1cccc(O)c1	104	92	96	88	99	103	105	109	101
CCCSc1nc(N)nc2n[nH]nc12	103	90	101	94	87	105	105	93	102
Cc1ccc2nc(-c3c(C)nn(-c4ccccc4)c3Oc3ccccc3)[nH]c2c1	102	113	98	101	112	106	99	116	100
CC(C)Oc1c(B(O)O)cccc1-c1nc2ccc3[nH]ncc3c2c2c1CCCC2	25	53	97	72	83	68	89	90	86
O=C(Nc1ccc(-c2nc3cc4ccccc4cc3[nH]2)cc1)c1cccc(Br)c1	40	.	41	65	12	22	6.7*	35	27
O=Nc1c(-c2ccccc2)[nH]oc1=O	105	102	99	101	98	106	105	113	100
O=c1[nH]c2ccccc2nc1/C=C/NC(=S)NCc1ccccc1	106	97	97	92	105	105	106	103	103
COc1ccc2[nH]cc(/C=C3/C(=O)Nc4cc(Cl)ccc43)c2c1	24	95	82	64	81	62	77	85	91
Cn1c(=O)c2[nH]c(=O)[nH]c2n(C)c1=O	112	.	106	.	98	104	107	.	109
CCc1nc(C)cn1C(=O)OCc1nc2nc(Cl)nc(N3CCOCC3)c2[nH]1	21	-75*	64	-71*	-63*	-28*	14	-85*	-48*

Bioassay records (PubChem BioAssay)
